E coli Lon inh: E. coli protease La inhibition. P0A9M0. purified E. coli Lon protease, fluorescence polarization. inhibition, % at 7.94 µM. 360,000 compounds, 0.42% hits; in the data active means inhibition above about 13%, passing the limit was not always enough;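 further: 0% = enzyme with probe and DMSO and 100% = no enzyme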
Target sequence (P0A9M0 whole entry, looked up): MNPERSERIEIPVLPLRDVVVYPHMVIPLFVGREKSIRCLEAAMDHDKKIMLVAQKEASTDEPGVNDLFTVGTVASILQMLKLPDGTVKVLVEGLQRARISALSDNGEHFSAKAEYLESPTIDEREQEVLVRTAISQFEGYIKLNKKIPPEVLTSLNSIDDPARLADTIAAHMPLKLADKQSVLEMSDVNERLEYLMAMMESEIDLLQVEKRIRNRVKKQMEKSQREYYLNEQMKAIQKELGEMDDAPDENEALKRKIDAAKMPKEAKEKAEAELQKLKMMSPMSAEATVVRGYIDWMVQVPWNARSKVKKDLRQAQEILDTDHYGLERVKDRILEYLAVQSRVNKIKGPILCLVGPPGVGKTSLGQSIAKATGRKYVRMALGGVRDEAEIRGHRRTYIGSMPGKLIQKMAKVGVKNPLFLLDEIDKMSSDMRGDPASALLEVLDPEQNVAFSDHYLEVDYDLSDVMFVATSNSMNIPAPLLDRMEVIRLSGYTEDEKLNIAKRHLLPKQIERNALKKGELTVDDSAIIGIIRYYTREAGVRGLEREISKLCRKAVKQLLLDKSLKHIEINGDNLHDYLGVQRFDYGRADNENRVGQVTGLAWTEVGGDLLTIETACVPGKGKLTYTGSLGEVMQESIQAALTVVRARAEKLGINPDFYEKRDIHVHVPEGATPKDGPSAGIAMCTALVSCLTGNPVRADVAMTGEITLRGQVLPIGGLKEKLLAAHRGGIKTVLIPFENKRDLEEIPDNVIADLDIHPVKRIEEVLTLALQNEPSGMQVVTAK
MsrA inhibitor: bovine MsrA inhibition | purified bovine MsrA, absorbance read-out | inhibition, % at 15.5 µM | 360,000 compounds, 0.75% hits; in the data active means inhibition above about 4.5%;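 further: 0% = vehicle wells with enzyme and 100% = reference inhibitor wells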
MT1-MMP act inh: MT1-MMP (human) activation inhibition; GFP/RFP ratio change, % at 20 µM; P50281; 360,000 compounds, 0.061% hits; HT1080 RFP-PRO-GFP cells, GFP/RFP ratio fluorescence, overnight; percent of plate control window, DMSO zero; AID 651647;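 active means GFP/RFP ratio change of at least 30% with cell ATP level not reduced by more than half and red fluorescence within 50% of control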; further: strong numbers were not always called active
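Assay system: HT1080 RFP-PRO-GFP cells. Benchmarks: DMSO vehicle wells and RFP-L50D-GFP reporter cell wells. Times: overnight cell settling, then overnight compound exposure, 37 °C, 5% CO2. Compound: 20 µM single dose, 1% DMSO. Read-out basis: GFP/RFP fluorescence ratio.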
FAS TE block: blocks the thioesterase domain of human fatty acid synthase; P49327; recombinant FAS-TE, OMFH fluorogenic substrate, fluorescence endpoint; inhibition, % at 15 µM; 360,000 compounds, 0.67% hits; AID 602261;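 active means compounds whose normalised, plate-corrected inhibition of enzyme fluorescence in the single-dose primary screen is 50% or more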;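 further: 0% = DMSO with enzyme and 100% = substrate without enzyme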
CSN inh: CSN deneddylation inhibition; 360,000 compounds, 0.38% hits; inhibition, % at 12.5 µM; Purified CSN, SCF-Nedd8-OG deneddylation, fluorescence polarization; AID 651999;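 active means pattern-corrected inhibition above about 35%, with an unprinted fluorescence ratio check between 0.5 and 1.5, limit read from the data, passing the limit was not always enough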;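 further: 0% = enzyme with substrate and 100% = substrate without enzyme; some results filed as inactive read as strong as hits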
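Assay system: purified human Csn5 enzyme expressed in HEK293T cells; measure: % inhibition; also added: SCFSkp2-Nedd8OG substrate at 10 nM final; technique: fluorescence polarization; times: reaction 90 min, room temperature; medium: Tris buffer pH 7.5, NaCl, DTT, Tween-20, trehalose, ovalbumin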
MLLE-PAM2 inh: inhibitors of microRNA-mediated deadenylation, human PABP1 MLLE binding. 360,000 compounds, 0.36% hits. inhibition, % at 20 µM. AID 588489. GST-MLLE / FITC-PAM2 fluorescence polarization; in the data active means inhibition above about 35%, passing the limit was not always enough;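 further: plate controls were DMSO wells with GST-MLLE for no effect and wells lacking GST-MLLE protein for full effect; some results filed as inactive read as strong as hits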
MsrA act: activates bovine MsrA enzyme; purified bovine MsrA, absorbance read-out; activation, % at 10.6 µM; 360,000 compounds, 0.3% hits; in the data active means activation above about 7.5%;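 further: 0% = vehicle and 100% = reference activator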
Rpn11 inh: Rpn11 (human) deubiquitinase inhibition; O00487; human 26S proteasome, Ub4-pepOG fluorescence polarization; 20S core pre-blocked with epoxomicin; calls only at 20 µM; 360,000 compounds, 0.59% hits; AID 588493;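 active means inhibition at 20 µM, scaled to each plate's controls, above about 33%, limit read from the data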
Rin1-Abl PPI inh: inhibitors of human Rin1-Abl protein interaction; P00519+Q13671; TR-FRET Rin1/Abl binding, biochemical; inhibition, % at 7.35 µM; 360,000 compounds, 0.4% hits; in the data active means inhibition above about 5%, passing the limit was not always enough
* = called active by the depositor; i = inactive; · = no result given; + = active, no number. No enrichment for hits. About 3.7% of those tested had a hit in this group.

Value order: E coli Lon inh, MsrA inhibitor, MT1-MMP act inh, FAS TE block, CSN inh, MLLE-PAM2 inh, MsrA act, Rpn11 inh, Rin1-Abl PPI inh
#1 Cc1ccccc1CSc1nnc(NC(=O)Cc2cccs2)s1
    -5, 0.0, 5, -11, 3, -3, 4, i, -7
#2 Cc1oc2ccc(OCc3c(F)cccc3Cl)cc2c1C(=O)O
    6, -2.5, -4, -9, 2, -10, 1, i, 2
#3 COc1ccc(C(=O)/C(C)=N/O)cc1OC
    -1, 0.2, 2, -9, 3, -6, -7, i, -1
#4 CC(=O)N1N=C(c2cccs2)CC1c1cc2cc(C)ccc2nc1Cl (configuration not stated)
    2, -0.3, 2, -7, 0, -8, -3, i, 1
#5 CCC(c1nnnn1-c1ccc2c(c1)OCCO2)N1CCN(C(=O)C2CCCO2)CC1 (configuration not stated)
    1, 0.4, 0, -7, 0, ·, -2, ·, ·
#6 CCCn1cc(SCC(=O)NC2CCCC2)c2ccccc21
    1, -0.8, -2, -5, -3, 15, -3, i, 1
#7 CSc1ccc(/C=N/n2c(Cc3ccc(Br)cc3)n[nH]c2=S)cc1
    0, 2.5, -1, 16, -4, -93, -8, i, 1
#8 Cc1nc(COc2cc3oc(=O)cc(C)c3cc2Cl)cs1
    1, 0.8, 8, -2, 0, 7, -2, i, -2
#9 O=c1[nH]cc(-c2ccc(Br)cc2)n1Cc1ccccc1
    -4, -0.2, 1, -2, 7, 0, 0, i, -3
#10 COc1ccccc1N1C(=O)CCC1(C#N)c1ccccc1 (configuration not stated)
    9, 0.7, 2, -8, -2, 1, 2, i, -5
#11 O=C(COc1ccc2ccc(=O)oc2c1)Nc1nccs1
    2, 2.3, 2, -1, 2, -12, -4, i, -2
#12 C#CCOCCOCCOCCNc1nc(N2CCN(C(=O)CCCCCCCCCCNC(=O)[C@H]([C@@H](C)CC)n3cc(CCCCN=C(N)N)nn3)CC2)nc(N2CCN(C(=O)CCCCCCCCCCNC(=O)[C@H](CO)n3cc(CCCCCN)nn3)CC2)n1
    0, ·, 12, -47, 106*, -10, 6, +, 9
#13 Cc1ccc(N=C2NC(=O)/C(=C/C=C/c3ccco3)S2)cc1
    -29, 0.1, -7, 21, 49*, -39, -3, i, 2
#14 Cc1ccc(NC(=O)Cc2nc(-c3c[nH]c(C(=O)N4CCCC4)c3)cs2)c(C)c1
    -9, 0.0, -1, -8, -1, -4, -3, i, -3
#15 COc1ccccc1NC(=O)CN(Cc1ccco1)C(=O)c1ccc(-n2nc(C)cc2C)cc1
    1, 0.4, -1, -2, 2, -2, -2, i, -4
#16 Cc1ccc(OCC(=O)NCCCNC(=O)COc2ccc(C)cc2)cc1
    2, -0.3, 0, -1, -2, 0, -7, i, 4
#17 CC(=O)Nc1ccc2c(c1)nc(CCNC(=O)c1ccco1)n2C
    1, 0.9, -1, -6, 1, 3, -4, i, 2
#18 CCOC(=O)Cc1csc(NC(=O)c2ccc3c(c2)OCO3)n1
    -6, -0.4, 1, -4, 3, 9, -4, i, 2
#19 O=c1c2ccccc2c2ccccc2c(=O)n1Nc1ccccc1
    1, 0.5, 3, -2, -1, -7, -3, i, 2
#20 Cc1cc(C)cc(NC(=O)COC(=O)c2ccc(CN3CCCC3=O)cc2)c1
    2, 0.2, -1, 1, -4, -18, -2, i, 5

One compound at a time (already shown). Screens in order: E coli Lon inh	MsrA inhibitor	MT1-MMP act inh	FAS TE block	CSN inh	MLLE-PAM2 inh	MsrA act	Rpn11 inh	Rin1-Abl PPI inh
CC(=O)Nc1ccc2c(c1)nc(CCNC(=O)c1ccco1)n2C in the list: 1	0.9	-1	-6	1	3	-4	i	2
O=C(COc1ccc2ccc(=O)oc2c1)Nc1nccs1 in the list: 2	2.3	2	-1	2	-12	-4	i	-2
O=c1c2ccccc2c2ccccc2c(=O)n1Nc1ccccc1 in the list: 1	0.5	3	-2	-1	-7	-3	i	2

Remaining list, next part
Value order: E coli Lon inh, MsrA inhibitor, MT1-MMP act inh, FAS TE block, CSN inh, MLLE-PAM2 inh, MsrA act, Rpn11 inh, Rin1-Abl PPI inh
#21 Cc1c(C(=O)N(C)Cc2cccc(F)c2)oc2c(Cl)cccc12
    -7, 0.2, -1, 21, 1, -1, -3, i, 0
#22 Cc1nnc(-c2cnn(C)c2N)n1Cc1ccccc1F
    -4, -0.4, -2, -4, 3, -14, 0, i, 2
#23 C/C(=N\Nc1ccc(Cl)c(C(=O)O)c1)c1ccc(N2CCOCC2)cc1
    0, 3.6, 1, -1, 3, 21, -6, i, 2
#24 O=C(N/N=C/c1ccc(OC(=O)c2ccccc2)cc1)c1cccc(O)c1
    2, 0.3, -3, 1, -2, 4, -4, i, 2
#25 O=C(Cc1ccc([N+](=O)[O-])cc1)Nc1nnc(C2CC2)s1
    4, 0.5, 11, 0, -1, 10, -3, i, -3
#26 CCCN(C(=O)/C=C/c1nc2ccccc2s1)C1CCS(=O)(=O)C1 (configuration not stated)
    -11, 3.4, -6, -4, 7, 10, -4, i, -1
#27 CN(C(=O)c1cccc(OC2CCN(S(=O)(=O)N(C)C)CC2)c1)C1CCOC1 (configuration not stated)
    -5, -1.0, 1, -2, -1, -2, 0, i, -5
#28 CC12CCC(C(=O)N(CCCCN3CCN(c4ccccn4)CC3)C1=O)C2(C)C (configuration not stated)
    -4, -0.3, 2, -8, 4, 18, 0, i, -1
#29 O=C(O)c1cc(S(=O)(=O)N(Cc2ccccc2)c2ccc(Cl)cc2)ccc1Cl
    -8, -0.8, 3, 1, -1, 5, 1, i, 2
#30 O=C1/C(=C/c2cccnc2)SC(=S)N1c1ccc(O)cc1
    -3, -0.3, 5, -7, 0, 28, -3, i, -1
#31 Cc1sc2ncnc(N(C)Cc3ccco3)c2c1C
    -5, 0.0, -6, -1, -2, 1, -1, i, 0
#32 O=C(CCc1ccccc1)Nc1nnc(-c2ccc3c(c2)OCCO3)o1
    -3, 1.1, -1, -2, 1, -2, -3, i, -5
#33 O=c1oc2ccccc2c(NCCO)c1[N+](=O)[O-]
    -10, 1.1, -4, -2, 2, 0, -4, i, 6
#34 Cc1ccc(OCC(=O)Nc2ccc3c(c2)OCO3)c(C)c1
    4, 0.7, 1, 13, 3, 11, -1, i, -4
#35 CCN(CC)C(=O)CSc1nc2ccccc2c(=O)n1OC(C)C
    -8, 0.2, 4, -4, 3, 1, -17, i, 3
#36 O=C1NC(=O)/C(=C/c2cccc3ccccc23)S1
    3, 1.7, 6, 2, 1, 8, -10, i, -1
#37 Cc1ccc(SCC(=O)NCCc2ccccc2)cc1
    -1, -0.7, -4, 1, 2, -2, -1, i, -5
#38 O=C(COc1ccc(C(=O)c2ccccc2)cc1)NCC(=O)Nc1ccccc1Br
    0, -2.0, -1, -6, -3, 5, -3, i, 2
#39 COc1cccc(CNc2ncn[nH]2)c1OCc1ccccc1F
    0, 0.6, 3, -5, -3, 11, 0, i, -4
#40 S=C(NCCCN1CCOCC1)NC1CC1
    -3, 0.6, -1, -7, 8, 24, -4, i, 0

A different layout for part of the listing above.
[38] O=C(COc1ccc(C(=O)c2ccccc2)cc1)NCC(=O)Nc1ccccc1Br
- E coli Lon inh = 0
- MsrA inhibitor = -2.0
- MT1-MMP act inh = -1
- FAS TE block = -6
- CSN inh = -3
- MLLE-PAM2 inh = 5
- MsrA act = -3
- Rpn11 inh = i
- Rin1-Abl PPI inh = 2
[39] COc1cccc(CNc2ncn[nH]2)c1OCc1ccccc1F
- E coli Lon inh = 0
- MsrA inhibitor = 0.6
- MT1-MMP act inh = 3
- FAS TE block = -5
- CSN inh = -3
- MLLE-PAM2 inh = 11
- MsrA act = 0
- Rpn11 inh = i
- Rin1-Abl PPI inh = -4

Going on with the list:
Value order: E coli Lon inh, MsrA inhibitor, MT1-MMP act inh, FAS TE block, CSN inh, MLLE-PAM2 inh, MsrA act, Rpn11 inh, Rin1-Abl PPI inh
#41 N#C/C(=C/c1ccc(OC(=O)c2ccc(Br)s2)cc1)c1nc2ccccc2[nH]1
    -17, 1.6, -36, -1, 23, -5, -4, i, 1
#42 O=C1CS/C(=N\N=C\c2ccco2)N1c1ccccc1
    -3, 0.5, -1, -4, 21, -24, -5, i, -6
#43 Cn1ccsc1=NC(=O)c1cc(S(=O)(=O)N2CCOCC2)ccc1F
    -3, 1.2, 4, -7, 3, -6, -1, i, 1
#44 CC1=C(C(=O)NCCc2ccc(C)cc2)C2(CCC(C)CC2)OC1=O (configuration not stated)
    -12, -1.4, 4, 5, -2, -5, -2, i, -1
#45 CCOC(=O)c1cc(-c2ccc(C)cc2)n(CC(=O)NCc2ccco2)c1C
    -1, 1.8, 0, -1, 4, 0, 0, i, 0
#46 O=C(NCCCNC(=O)c1ccccn1)c1ccc(F)cc1
    -3, 0.2, 1, -3, -1, -12, -1, i, 1
#47 CC1(C)C(C(=O)O)N2C(=O)C(NC(=O)Cc3ccccc3)C2S1=O (configuration not stated)
    -5, 0.5, 1, -6, 4, 28, -3, i, -2
#48 CCCCn1c(N)c(N(CC)C(=O)c2cccc(S(=O)(=O)N3CCCc4ccccc43)c2)c(=O)[nH]c1=O
    -2, 1.5, -3, 0, -3, -7, -3, i, 3
#49 O=C1CCc2cccc(O)c2N1
    -4, 0.5, 0, -7, 4, 3, -1, i, 4
#50 CCN(CC)S(=O)(=O)c1ccc(O)c(C(=O)OCC(=O)Nc2ccc(OC(F)(F)F)cc2)c1
    2, 1.8, -3, 4, -3, -10, -7, i, 1

An excerpt from above, reduced to MsrA inhibitor:
entry | Structure | MsrA inhibitor
47 | CC1(C)C(C(=O)O)N2C(=O)C(NC(=O)Cc3ccccc3)C2S1=O (configuration not stated) | 0.5
48 | CCCCn1c(N)c(N(CC)C(=O)c2cccc(S(=O)(=O)N3CCCc4ccccc43)c2)c(=O)[nH]c1=O | 1.5
49 | O=C1CCc2cccc(O)c2N1 | 0.5

Going on with the list:
Value order: E coli Lon inh, MsrA inhibitor, MT1-MMP act inh, FAS TE block, CSN inh, MLLE-PAM2 inh, MsrA act, Rpn11 inh, Rin1-Abl PPI inh
#51 Cc1cc(NC(=O)Cn2c(=O)c3c(ncn3CCC(C)C)n(Cc3ccccc3)c2=O)no1
    2, 1.9, -7, 9, -1, 12, -2, i, 4
#52 Cc1nonc1C1CCCN1Cc1nc(-c2ccc(F)cc2F)oc1C (configuration not stated)
    -7, 0.8, -5, 9, 3, -5, -2, i, 3
#53 O=C1NC2(CCCCC2)Cc2ccccc21
    -10, 1.4, -2, -6, 0, 10, -2, i, -1
#54 CC(=O)Nc1cccc(NC(=O)CSc2nc(=O)n(Cc3ccccn3)c3c2CCC3)c1
    1, 0.9, -1, -4, -8, 6, -3, i, 2
#55 O=C(O)CCS(=O)(=O)c1nc(-c2cccs2)cc(C(F)(F)F)n1
    -1, 3.2, -3, 0, 5, 24, -6, i, 1
#56 Cc1cccc(OCC(=O)NCc2n[nH]c(=O)c3ccccc23)c1
    -3, -1.1, 1, -3, 5, 20, -3, i, -1
